NR2F2 inh = blocks human COUP-TFII nuclear receptor | P24468 | HEK293T NGFI-A luciferase reporter, luminescence | inhibition, % at 8.6 µM | 370,000 tested, 0.7% active;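 active means inhibition above a per-plate cutoff, mean inhibition of test wells between control levels plus 3 SD, cut at about 38% in these data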;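 further: cells cotransfected with COUP-TFII expression vector driving the NGFI-A reporter; 0% = median of COUP-TF2 test wells and 100% = reporter-only cells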
Target sequence (P24468 whole entry, looked up): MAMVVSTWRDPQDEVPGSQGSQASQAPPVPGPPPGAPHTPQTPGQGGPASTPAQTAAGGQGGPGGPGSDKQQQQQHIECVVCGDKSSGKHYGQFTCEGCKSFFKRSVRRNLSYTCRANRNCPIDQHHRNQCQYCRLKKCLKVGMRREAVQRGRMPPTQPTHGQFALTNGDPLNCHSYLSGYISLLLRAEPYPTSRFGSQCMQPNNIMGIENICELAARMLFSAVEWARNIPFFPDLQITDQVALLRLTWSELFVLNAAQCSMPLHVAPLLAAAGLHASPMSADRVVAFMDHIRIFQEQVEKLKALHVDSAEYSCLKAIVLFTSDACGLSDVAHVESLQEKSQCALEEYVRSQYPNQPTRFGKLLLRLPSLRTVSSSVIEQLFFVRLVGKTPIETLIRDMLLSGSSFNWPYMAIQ
SRC2 inh = inhibits human steroid receptor coactivator 2. Q15596. HEK293 GAL4-SRC2 luciferase reporter, luminescence. inhibition, % at 9 µM. 370,000 tested, 0.17% active. AID 651957;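 active means inhibition above the mean inhibition of all tested compounds plus 3 SD, set per campaign, cut at about 52% in these data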;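 further: 0% = DMSO treated cells and 100% = cells given Gossypol at 36 µM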
* hit, by the source's call. An excerpt (hit frequency here may not be typical).

canonical_smiles | NR2F2 inh | SRC2 inh
COCCCNC(=O)C[C@H]1C[C@@]2(C(=O)OC)C(=C[C@H](C3CCCC3)O[C@@H]2C)N(CCC2=CCCCC2)C1=O | -7 | 11
O=[N+]([O-])c1ccc2c(c1)CCCO[C@]21O[C@H](CCO)C[C@H](O)[C@H]1O | 0 | 9
COC(=O)[C@H](CC(C)C)N(Cc1cn(Cc2ccc(C)cc2)nn1)S(=O)(=O)c1ccc(F)cc1Br | 11 | 28
COc1ccc(CCNC(=O)CCCn2c(SCC(N)=O)nc3cc4c(cc3c2=O)OCO4)cc1OC | -9 | 13
CN(Cc1ccccc1)C(=O)OCc1cn(Cc2cccc(F)c2)nn1 | -22 | -28
OC(c1ccccc1)(c1ccccc1)C1CCN(CCCOc2ccc(-c3cncnc3)cc2)CC1 | -4 | -13
C[C@H]1CN(S(=O)(=O)C(C)(C)C)[C@@H](CCO)/C1=C\CCO | 6 | 7
CC(C)OCCCN1C=C2C(=O)C(C)(OC(=O)CCc3ccccc3)C(=O)C=C2C=C1c1ccc(C#N)cc1 (centres undefined) | 14 | 9
COc1ccc(C2=NOC(C)(c3sc(-c4ccc(Cl)cc4)nc3C)C2)cc1 (centres undefined) | -3 | -27
C#CCNC[C@@H]1CSCCS(=O)(=O)N1 | -7 | -10
O=C1CC(C(=O)Nc2ccc(Br)cc2)C2(CCCC2)O1 (centres undefined) | 5 | 14
COc1cccc(/C=C2\CC3(OC(=O)C4CCCCC4)CCCN2C3)c1 (centres undefined) | 2 | 4
CCOC(=O)c1ccc(C#Cc2ccc3c(c2)C(C)(C)CCS3)nc1 | -1 | -18
CN(CCCOC(=O)c1cc2ccccc2o1)C1CN(Cc2cn(Cc3ccccc3C(F)(F)F)nn2)S(=O)(=O)C1 (centres undefined) | 14 | -13
O=C(NCCc1c[nH]c2ccccc12)OCc1cn(Cc2cccc(Cl)c2)nn1 | 7 | -10
COc1cccc(NC(=O)N(C)C[C@H]2OCc3cn(nn3)CCCC(=O)N([C@H](C)CO)C[C@@H]2C)c1 | 2 | 13
COc1cccc(C(=O)N[C@H](C(=O)N2CCC[C@H]2C(=O)NCCc2ccccc2Cl)C2CCCCC2)c1 | 6 | -19
CC(C)C[C@@H]1COc2cccc(N3CCCC3)c2S(=O)(=O)N1 | -3 | -20
O=C(Nc1ccc2c(c1)OCO2)OC1CC2CC1[C@H]1CCCCN1[C@H]2Cc1ccccc1 (some centres undefined) | 12 | 4
O=C(COCc1ccccc1)NC1CCCCN(Cc2cccc(Cl)c2)C1=O (centres undefined) | -3 | -16
CC(=O)OC12CCCN(C1)/C(=C/c1cccc(Cl)c1)C2 (centres undefined) | -5 | 17
COc1ccc(-c2cc(C(=O)NN=Cc3ccccc3[N+](=O)[O-])[nH]n2)cc1 | 7 | 7
CN(C)c1ccc(C(=O)NCC2CCN(C(=O)C(=O)c3cccs3)CC2)cc1 | 10 | 9
c1ccc(-n2c(SCc3cccc4ccccc34)nnc2-c2ccccn2)cc1 | 11 | 6
O=C(N/N=C1/CCCc2ccccc21)c1cc([N+](=O)[O-])cc([N+](=O)[O-])c1 | 6 | -8
COc1cccc(NC(=O)C2CCCN2C(=O)NCc2ccccc2)c1 (centres undefined) | 18 | 6
CC(c1ccc(N)cc1)c1cn(C)c2ccccc12 (centres undefined) | -16 | -4
Cc1cc(-c2n[nH]c(=S)n2N=Cc2c3ccccc3cc3ccccc23)n[nH]1 | -18 | -24
CCC(=O)NC(/C=C/c1ccccc1)c1cc([N+](=O)[O-])c2cccnc2c1O (centres undefined) | 8 | -7
O=C1NC(Cc2ccccc2)c2nc3ccccc3c(=O)n2-c2cc(Cl)ccc21 (centres undefined) | 4 | 1
Cc1ncc(CO)c2c1Oc1nc(-c3ccccc3)nc(SCC(=O)N(C)c3ccccc3)c1C2 | 1 | -3
CC(=O)CC(=O)O[C@@H]1C=C[C@H](NC(=O)OC(C)(C)C)C1 | 0 | -16
CCCCNC(=O)C1(C(=O)C2CC2)CC(c2ccccc2C(F)(F)F)=NO1 (centres undefined) | -10 | -30
CNC(=O)C[C@@H]1CC[C@@H]2[C@H](COc3ccc(NC(=O)c4cccc(F)c4)cc3C(=O)N2C)O1 | 9 | -14
c1ccc(CNC2CCC23CCC(c2ccccc2)CC3)cc1 (centres undefined) | -13 | -33
CCOC(=O)Cn1cc(CN2C(C(=O)OC)CN(C3CCCC3)CCS2(=O)=O)nn1 (centres undefined) | -12 | 23
CCN(CC)CCCNC(=O)CSc1nc2cccnc2n1C | -5 | -25
CCCC[C@H](C(=O)N(CC)c1ccccc1)[C@@H](O)c1ccc2ccccc2c1 | 0 | 20
COC(=O)[C@]12C[C@H](CC(=O)NCCCN3CCCC3=O)C(=O)N(Cc3ccco3)C1=C[C@H](C1CCCC1)O[C@@H]2C | 8 | 16
COc1ccc(N2C[C@@]3(O)CC[C@@H](O)[C@@H](OC)[C@@H]3[C@@](C)(O)[C@@H]2CC=C(C)C)cc1 | -28 | 25

3 records picked at random from the list so far, as already listed:
canonical_smiles | NR2F2 inh | SRC2 inh
CC(=O)CC(=O)O[C@@H]1C=C[C@H](NC(=O)OC(C)(C)C)C1 | 0 | -16
CNC(=O)C[C@@H]1CC[C@@H]2[C@H](COc3ccc(NC(=O)c4cccc(F)c4)cc3C(=O)N2C)O1 | 9 | -14
COc1ccc(-c2cc(C(=O)NN=Cc3ccccc3[N+](=O)[O-])[nH]n2)cc1 | 7 | 7

(more compounds)
canonical_smiles | NR2F2 inh | SRC2 inh
CCCCOc1ccc(C(=O)NC2CCCCN(Cc3ccc(C)cc3)C2=O)cc1 (centres undefined) | 40* | 19
CC(NCc1ccco1)C(=O)N1CCCN(C)CC1 (centres undefined) | 0 | 12
CCN(CC)CCCN=C(N)N | -2 | -13
CN(C)[C@@H]1CCN(c2cccc3c2S(=O)(=O)N(C2CC2)CCCO3)C1 | -2 | -9
COc1ccc(CN2CCC(CNC(=O)Nc3ccc(C)c(F)c3)CC2)cc1 | -4 | -40
Cc1cccc(N2O[C@H]3C=C[C@@H]2C3)n1 | -11 | -4
COC(=O)c1ccc2nc(-c3ccc(C)cc3)c(CC(C)(C)C)n2c1 | -15 | -16
C#CCNC(=O)C[C@H]1C[C@@]2(C(=O)OC)C(=C[C@H](C(C)(C)C)O[C@@H]2C)N(Cc2ccco2)C1=O | -6 | -25
Cc1[nH]cnc1/C=N\NC(=O)c1cccc(S(=O)(=O)N(C)C)c1 | 6 | 12
CC[C@H](CCCc1ccc(OC)cc1)CCC(=O)N(c1ccccc1)c1ccccc1 | 12 | -29
COC(=O)[C@]1(CNC(=O)Nc2ccc(C)c(Cl)c2)CC(=O)N(C)[C@@H]1c1ccccc1 | 2 | 16
COC(=O)[C@H](Cc1ccccc1)N1C[C@@H](N2CCC[C@H]2C)CS1(=O)=O | 11 | 12
COc1ccc2c(c1)CCCN2C(=O)C1CCCN(S(=O)(=O)c2cccc3cccnc23)C1 (centres undefined) | 6 | 9
O=C(CSc1nnc(-c2ccccc2)n1-c1ccc(Cl)cc1)NN=Cc1c[nH]c2ccccc12 | 0 | 4
COc1ccc(-c2nnc(SCC(=O)Nc3ccc(S(=O)(=O)Nc4cc(C)nc(C)n4)cc3)n2-c2ccc(OC)cc2)cc1 | -14 | -9
O=C(C1CCN(S(=O)(=O)c2ccccc2)CC1)N1CCN(C2CCCCC2)CC1 | -29 | 14
C[C@@H]1NC(=O)[C@H]2C[C@@]3(c4ccccc4)c4ccccc4N[C@H]3N2C1=O | 11 | 10
CCOC(=O)[C@]12CCCC=C1N(Cc1ccc(OC)cc1)C(=O)[C@@H]2CC(=O)N1CCN(C(=O)C2CC2)CC1 | 17 | 0
Cc1ccnc(NC(=O)CCCOc2ccc(Cl)cc2C)c1 | 8 | -25
Oc1ccc2ccccc2c1C=Nn1c(-c2n[nH]c3c2CCC3)n[nH]c1=S | -2 | 20
C=CCC12C=C(OC)C(=O)C(C1=O)C(c1ccc(OC)cc1)C2C (centres undefined) | 3 | -33
COc1ccc(Cn2cc(COC(=O)NCCc3c[nH]c4ccccc34)nn2)cc1 | -9 | -3
Cn1cccc1CC(=O)NN=Cc1cccc(F)c1 | 9 | -7
Cc1ccc(-n2nc(C(=O)N/N=C/c3cccc(C(F)(F)F)c3)c3ccccc3c2=O)cc1C | 10 | -10
CC(C)[C@H](NC(=O)c1ccco1)C(=O)N1CCC[C@H]1C(=O)NCc1ccccc1 | -11 | 3
CC[C@H](CCCCCC#N)CCC(=O)N(c1ccccc1)c1ccccc1 | 22 | 6
CCCCc1c(-c2ccccc2OC)ncn1Cc1ccccc1 | -8 | 18
C[C@H]1CCCN1c1ccc2c(c1)OCCCN(C1CC1)S2(=O)=O | -2 | 12
O=C(Nc1nccs1)c1c(O)c2cccc3c2n(c1=O)CCC3 | 9 | 12
Cc1cc(C(=O)NN=C/C=C/c2ccco2)n[nH]1 | -14 | -25
CC1(c2nnnn2Cc2ccccc2)CCSCC(=O)N1Cc1cccs1 (centres undefined) | 4 | 14
O=C(CSc1nnc(-c2ccccn2)n1-c1ccc(Cl)cc1)Nc1cccc2ccccc12 | 7 | 5
CC(=O)CC[C@@H]1CC[C@]2(CCCN(S(=O)(=O)c3ccccc3)C2)O1 | 5 | -16
CCCC(=O)N1CCC(NS(=O)(=O)c2ccc3c(c2)CCN3C(C)=O)CC1 | 12 | -12
COc1ccc2nc3n(c(=O)c2c1)-c1ccccc1C(=O)NC3Cc1ccccc1 (centres undefined) | -6 | -26
CCCNC(=O)c1onc(CSc2ccc(F)c(F)c2)c1C(=O)NCCC | -8 | -28
O=S1(=O)c2ccc(N3CCCC3)cc2Oc2ccccc2CN1Cc1cn(Cc2ccccc2C(F)(F)F)nn1 | -11 | 13
CCN1Cc2nnn(Cc3ccccc3)c2-c2cc(N3CCCC3)ccc2S1(=O)=O | -4 | -1
COc1ccc(CNCC#Cc2cccnc2)c(OC)c1 | -4 | 6
CC(C)n1c(SCC(=O)c2ccc3c(c2)OCCO3)nc2c1c(=O)n(C)c(=O)n2C | 14 | 0
COC(=O)[C@]12C[C@H](CC(=O)N3CCN(C(=O)c4ccco4)CC3)C(=O)N(CCC3=CCCCC3)C1=C[C@H](C1CCCC1)O[C@@H]2C | 7 | 12
Cc1ccc(C(=O)N(Cc2ccccn2)CC2CCCO2)cc1 (centres undefined) | -10 | -16
COC(=O)C1CN(Cc2cn(Cc3ccc(F)cc3)nn2)CCS(=O)(=O)N1Cc1ccc(C)cc1 (centres undefined) | 12 | 5
COc1cccc(NC(=O)NC2CCCCN(Cc3ccccc3C)C2=O)c1 (centres undefined) | 13 | -6
Cc1ccc(C(=O)Nc2cc(Cl)ccc2OC(=O)c2ccc(C)cc2)cc1 | -39 | -74
O=C(NCCCN1CCCC1)c1ccc(Cn2c(=S)[nH]c3ccc(Br)cc3c2=O)cc1 | -11 | 2
O=C(Nc1ccc(Cl)c(Cl)c1)C1CCCN(c2nnc(-n3cccc3)s2)C1 (centres undefined) | 4 | 15
COC(=O)c1cc(=O)nc(NN=Cc2ccccc2O)s1 | -11 | 14
Cc1ccc(-c2cc(-c3nnc(SCC(=O)Nc4ccccc4-c4ccccc4)n3N)[nH]n2)cc1 | -6 | -27
CC1=NN(C(C#N)c2ccc([N+](=O)[O-])cc2)C(C)(C)C1 (centres undefined) | 9 | -36
CN(C)c1cccc(/C=C2\CC3(OC(=O)c4ccc(Cl)cc4)CCCN2C3)c1 (centres undefined) | 4 | -2
O=C(NCc1cccs1)C1CCCN(S(=O)(=O)c2cccc3ccccc23)C1 (centres undefined) | -4 | -6
CCOC(=O)[C@@]12CCC3=C1N(CCC3)C(=O)[C@H](CC(=O)NCCc1ccccc1OC)C2 | 14 | 3
CCc1c(-c2cccc(F)c2)ncn1CCc1ccccc1OC | 7 | 4
O=C(Cc1ccccc1Cl)NCCN1C(=O)C2C3C=CC(C3)C2C1=O (centres undefined) | -3 | -17
CCCOc1ccc(/C=N/NC(=S)Nc2ccccc2[N+](=O)[O-])c(O)c1 | 73* | 52*
Nc1ccn([C@@H]2O[C@H](C(=O)N3CCN(C(=O)C(F)(F)F)CC3)[C@@H](O)[C@H]2O)c(=O)n1 | -7 | -28
CC(C)[C@@H](C)/C=C/[C@@H](C)[C@H]1CC[C@@H]2[C@]1(C)CCC1[C@]23C=C[C@]2(C[C@@H](O)CC[C@]12C)N(C(=O)Cc1ccccc1)O3 (some centres undefined) | 10 | 9
CC(=O)C1=C(C)N(Cc2ccc(Cl)cc2)C(=S)NC1c1ccc(F)cc1 (centres undefined) | 17 | -18
COc1ccc(C(=O)N(C)Cc2ccccc2)cc1Br | 4 | -2

Other compounds.
canonical_smiles | NR2F2 inh | SRC2 inh
COC(=O)C[C@@H]1CC[C@@H]2[C@H](COc3ccc(NC(=O)c4cccc(OC)c4)cc3C(=O)N2C)O1 | 20 | -7
Cc1nc(NC(=O)COc2ccc(Cl)cc2)sc1C(=O)N(C)C | -6 | -4
COC(=O)c1ccc2c(=O)n(Cc3ccc4c(c3)OCO4)c(SCC(=O)N3CCCC3)nc2c1 | -13 | -5
CCN(C(=O)[C@@H](C)[C@@H](O)c1ccc(Cl)cc1)c1ccccc1 | -5 | 2
COC(=O)c1cc(-c2cccs2)c(=O)n2c1CCC2 | 14 | -46
COC(=O)[C@]12C[C@H](CC(=O)NCC34CC5CC(CC(C5)C3)C4)C(=O)N(Cc3ccccc3)C1=C[C@H](C(C)(C)C)O[C@@H]2C | 11 | -27
COc1ccccc1/C=C1\SC(=S)N(CC(=O)Nc2nnc(C)s2)C1=O | 3 | -8
CCOc1ccc(-n2c(SCC(=O)Nc3ccc(S(=O)(=O)Nc4cc(C)nc(C)n4)cc3)nnc2-c2cccc(C)c2)cc1 | 9 | -3
COc1ccccc1Cc1c(C2CCCCC2)nc2c(C)cc(Br)cn12 | -8 | 18
CNC(=O)[C@@H]1C[C@H]1[C@@H](NC(=O)CNC(=O)OCc1ccccc1)c1ccccc1 | -5 | -34

Assay outcomes from PubChem.
